H1N1 NS1A inhibition – H1N1 influenza NS1A inhibitors, functional cell based assay (AID 504329); NS1A functional cell-based assay, percent inhibition; higher % means a stronger effect; inhibition, % at 12.5 µM, or IC50 in µM where a hit was titrated; 0.3% of 340,000 active; in the data active means a potency from the dose series; inconclusive means inhibition above about 27% without an active follow-up result; further: strong numbers were not always called active
VEEV TC-83 Vero – inhibitors of VEEV TC-83 cytopathic effect, confirmation, Vero cells (AID 588727). inhibition, % at 20 µM, or IC50 in µM where a hit was titrated. 0.13% of 350,000 active. Vero cells, VEEV TC-83 cytopathic effect inhibition; higher % means a stronger effect; in the data active means a potency from the dose series; inconclusive means inhibition mostly from about 14% at the one dose, without a potency; inactive means the rest, 99 in 100 with inhibition below about 12%; further: strong numbers were not always called active
H37Rv inhibition – M. tuberculosis growth inhibition, HTS (AID 449762); inhibition, % at 25 µM, or IC50 in µM where a hit was titrated; 0.59% of 330,000 active; M. tuberculosis H37Rv growth inhibition, 7H9 media; higher % means a stronger effect; in the data active means a potency from the dose series; inconclusive means inhibition above about 70% without an active follow-up result;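 further: bacterial growth assessed after seven days of incubation; strong numbers were not always called active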
Salmonella PhoP GFP – PhoP regulon inhibitors, Salmonella typhi PhoP promoter GFP reporter, confirmatory (AID 1850); Salmonella Typhi PhoP-promoter GFP reporter, fluorescence, 4 h; higher % means a stronger effect; inhibition, % at 50 µM, or IC50 in µM where a hit was titrated; 0.33% of 310,000 active; in the data active means a potency from the dose series; inconclusive means inhibition mostly from about 25% at the one dose, without a potency; inactive means the rest, 99 in 100 with inhibition below about 19%;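 further: 0% = induced wells with vehicle and 100% = uninduced wells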
M. tuberculosis – growth inhibition of non-replicating M. tuberculosis (AID 488890). inhibition, % at 25 µM, or IC50 in µM where a hit was titrated. Mycobacterium tuberculosis non-replicating, growth inhibition; higher % means a stronger effect. 0.39% of 320,000 active; in the data active means a potency from the dose series; inconclusive means inhibition mostly from about 82% at the one dose, without a potency; inactive means the rest, 99 in 100 with inhibition below about 76%;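 further: plate controls were DMSO cells for no effect and high antibiotic wells for full effect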
VEEV TC-83 Vero 10K pilot screen – also measured in VEEV TC-83 Vero; calls as there; inhibition, %; measured here: 10K pilot screen inhibition
* hit, by the source's call; i = inactive; ? = inconclusive; / = no result given.

SMILES | H1N1 NS1A inhibition | VEEV TC-83 Vero | H37Rv inhibition | Salmonella PhoP GFP | M. tuberculosis | others
O=c1[nH]c(Nc2ccc3c(c2)OCCO3)nnc1Cc1ccccc1 | 12% | 1.9% | 8% | -5% | -7% | VEEV TC-83 Vero 10K pilot screen=0.6
N#CC(Nc1ccccc1)c1ccccc1OCc1ccccc1 (configuration not stated) | -1% | 0.8% | 7% | 4% | 6%
COc1ccc(Cl)cc1C(=O)Nn1c(C)nc2ccccc2c1=O | 0% | 0.1% | -1% | -12% | -1%
Cc1cc(C)c2nc(N3CCCN(C(=O)c4ccco4)CC3)c(C#N)cc2c1 | -4% | i | -7% | -16% | 48%
O=C(NNC(=O)c1ccc([N+](=O)[O-])o1)c1ccccc1 | -17% | 2.2% | ? | 5% | 70%
CC(=O)c1ccc(OC(=O)N(C)c2ccccc2)cc1 | 7% | 0.9% | 1% | -5% | 22%
O=C(CCl)NN=C(c1ccccc1)c1ccccc1 | / | 10% | 0.52µM* | 4% | ?
O=C(CN1CCOCC1)Nc1c(Cl)cc(Cl)cc1Cl | 3% | i | -4% | -5% | -6%
CCCCC(=O)Nc1c2c(nn1-c1cccc(C)c1C)CS(=O)(=O)C2 | 22% | 1.2% | 4% | -1% | /
CCOc1cc(N2CCOCC2)c(OCC)cc1NC(=O)CN1C(=O)NC(CC)(c2ccc(F)cc2)C1=O (configuration not stated) | 12% | 8.2% | / | / | /
Cc1ccc(C(=O)NCC(=O)N2CCCN(S(=O)(=O)c3ccc(C)cc3)CC2)cc1 | -1% | i | / | / | /
CCc1cccc(C)c1NC(=S)NCC1CCN(c2ccc(OC)cc2)C1 (configuration not stated) | 12% | 0.9% | 1% | 8% | ?
O=S(=O)(c1ccccc1)c1cnn(-c2ccccc2)c1-c1ccc(F)cc1 | 3% | i | 3% | 0% | 15%
FC(F)Sc1ccc(NC(=S)NCc2ccccc2)cc1 | 0% | i | 8% | -6% | ?
Cc1cc(N/C=C\C(=O)c2ccc(Cl)c(Cl)c2)no1 | -6% | 4.9% | 12% | -5% | 14%
Cc1cc(C(C)(C)C)oc1C(=O)N(CC(=O)NC1CCCC1)Cc1ccccc1Cl | -2% | 2.8% | 7% | -17% | 43%
Cc1ccccc1S(=O)(=O)Oc1ccccc1C(=O)Oc1ccccc1 | -10% | 0.4% | ? | -4% | 72%
CCOC(=O)CNC(=O)CNC(=O)C(Cc1ccc(N(CCCl)CCCl)cc1)NC(C)=O (configuration not stated) | -8% | 1.4% | -8% | -9% | -7%
Cc1onc(-c2ccccc2Cl)c1C(=O)NCCCN1CCOCC1 | -2% | 0.9% | -4% | 4% | 15% | VEEV TC-83 Vero 10K pilot screen=0.0
CCOc1ccc(Cn2nnc(C(=O)Nc3cc(OC)cc(OC)c3)c2N)cc1 | 0% | 4.5% | 2% | -4% | 6%
COc1ccccc1NC(=O)CC1CCCC1 | 2% | i | -2% | 15% | 21%
COCCN(Cc1ccco1)C(=O)C1CCCN(c2ncnc3c2nc2n3CCCCC2)C1 (configuration not stated) | 10% | i | -6% | -9% | 2%
Cc1c(C)c2ccc(OCC(=O)N3CCN(c4ccc(F)cc4)CC3)c(C)c2oc1=O | -2% | 0.6% | 5% | 4% | 2%
CC(C)c1ccc(CN2CC(C(=O)Nc3ccccc3)CC2=O)cc1 (configuration not stated) | -4% | i | -5% | -2% | 71%
O=C1Nc2ccc(Br)cc2/C1=C/C1CC=CCC1 (configuration not stated) | 2% | 11% | 4% | -29% | 54%
CCN(CC)c1ccc(NC(=O)CSc2nnc(N)s2)cc1C | 6% | 0.4% | -6% | -8% | 17%
Cn1nc(-c2ccc(N3CCOCC3)c(NS(=O)(=O)c3ccc(Cl)cc3)c2)c2ccccc2c1=O | -10% | 4.2% | 1% | -9% | 35%
S=C(Nc1cc(Cl)cc(Cl)c1)N1CCCC1 | 19% | 0.4% | 0% | -5% | 32%
O=C(NCc1nnnn1-c1ccc(F)c(F)c1)c1ccc(S(=O)(=O)N2CCOCC2)cc1 | -1% | 7.2% | 3% | -4% | 5%
Cc1ccc(S(=O)(=O)N(C)CCCC(=O)NC(C)(C)C)cc1 | -4% | 1.8% | -7% | 3% | -9%
COc1cccc(-c2nc(-c3ccccn3)no2)c1OC | 6% | 2.5% | -7% | 1% | -7%
CCN(CC(=O)NCc1ccc(Cl)cc1)C(=O)CSc1cc(C)ccc1C | -11% | i | 3% | -7% | 26%
COc1ccc(CNC(=O)CN(C(=O)CCC(=O)Nc2ccccn2)c2ccccc2OC)cc1 | -21% | 9.3% | -3% | -5% | 10%
CC(=O)Nc1nc(C)c(-c2csc(Nc3cccc([N+](=O)[O-])c3)n2)s1 | -8% | ? | 0% | -9% | 7%
O=C(CCc1nc(-c2ccccc2F)no1)NC1CCCCC1 | -2% | 1.4% | 2% | -1% | 21%
Cc1ccc2c(=O)cc(C(=O)NCc3ccccc3)oc2c1C | 20% | 0.5% | -2% | 3% | -4%
Cn1c(=O)c2c(nc(SCCN3CCOCC3)n2Cc2ccc(F)cc2)n(C)c1=O | -13% | 1.3% | 1% | 3% | 0%
Cc1[nH]c2ccccc2c1C(=O)CSC(=S)N1CCCCC1 | -2% | 4.2% | -3% | -8% | 80%
Cc1ccccc1NC(=O)CN(c1ccc(F)cc1)S(C)(=O)=O | 8% | i | -2% | 3% | -7%
CCC(=O)NC(Nc1ccccn1)(C(=O)OC)C(F)(F)F (configuration not stated) | 8% | 5.2% | -2% | -1% | -7%
Cc1ccc(-c2sc(C(=O)NN)c(C)c2C#N)cc1 | -1% | 6.4% | 7% | -12% | 60%
C/C(=N\NC(=O)C(C)Sc1ccccc1)C(C)(C)C (configuration not stated) | 18% | i | -9% | 5% | -21%
C=C(C)C1Cc2c(C)nn(-c3nc(C)cc(C)n3)c2C1 (configuration not stated) | -14% | 7.2% | 2.7µM* | -10% | i
CC(=O)Nc1ccc(N=Cc2c(O)c3ccccc3oc2=O)cc1 | 1% | 6.1% | -5% | -32% | 20%
CN1CC[n+]2c(CN3C(=O)c4ccccc4C3=O)csc21 | -4% | 0.5% | -4% | 2% | 17%
Cn1cccc1CC(=O)NNC(=S)Nc1ccccc1Cl | 0% | 0.8% | 9% | 4% | -29%
Cc1ccc(C(=O)Nc2ccccc2C(=O)NC2CCCCC2)cc1S(=O)(=O)N1CCOCC1 | 30% | 1.4% | -9% | -6% | -11%
CCCN1C(=O)SC(CC(=O)Nc2ccc(C)cc2)C1=O (configuration not stated) | -19% | 1.8% | -8% | 4% | ?
CC(C)(C)N(Cc1ccccc1)C(=O)COC(=O)C1CCN(c2ccc(C(F)(F)F)cn2)CC1 | -8% | i | 9% | / | 28%
O=C(Nc1c2c(nn1-c1ccc(F)cc1)CS(=O)C2)C12CC3CC(CC(C3)C1)C2 (configuration not stated) | -4% | 1.3% | -2% | 22% | 6%
CC(=O)c1c(C)[nH]c(C(=O)CN2CCN(S(=O)(=O)c3ccccc3F)CC2)c1C | 0% | 2.4% | 6% | / | 10%
COc1ccc(C2=CN3CCCCC3CC2=O)cc1OC (configuration not stated) | 6% | 0.2% | 1% | / | 2%
O=C1N/C(=N\S(=O)(=O)c2ccccc2)S/C1=C\c1cc([N+](=O)[O-])ccc1O | 4% | 0.9% | 0% | 8% | 2%
Cc1ccc(NC(=O)c2cc(-c3ccc(F)cc3)on2)cc1C | -4% | 0.3% | 4% | 4% | 18%
COc1ccc(NS(=O)(=O)c2cccc(C(=O)NCC3(N(C)C)CCCCC3)c2)cc1 | 6% | 1.6% | -5% | -2% | -2%
COc1ccc(/C=N/NC(=O)CNS(=O)(=O)c2ccc(C)cc2)cc1 | 1% | 0.4% | -3% | -7% | -4%
CCNC(=O)c1ccccc1-c1nc(-c2ccccc2)no1 | 3% | i | 2% | -3% | -6%
COc1ccc(Nc2ncccc2C(=O)O)cc1 | -2% | i | 1% | -7% | 23%
CCOC(=O)c1c(-c2ccc(OC)cc2)csc1NC(=O)C1CCCO1 (configuration not stated) | -9% | 4.5% | 25% | -3% | 32%
C/C(=N\NC(=O)CSCc1ccccc1Br)c1cccc([N+](=O)[O-])c1 | -3% | i | -4% | -3% | 18% | VEEV TC-83 Vero 10K pilot screen=0.8

(list continues)
SMILES | H1N1 NS1A inhibition | VEEV TC-83 Vero | H37Rv inhibition | Salmonella PhoP GFP | M. tuberculosis | others
COc1ccc(NC(=O)C(C)N2C(=O)c3ccccc3S2(=O)=O)c(OC)c1 (configuration not stated) | -7% | 2.1% | -2% | 5% | -23%
CN1CCCC1c1ccc(=O)[nH]c1 (configuration not stated) | -2% | i | / | / | /
COc1ccc(NC(=S)N2CCN(c3ncccn3)CC2)c(OC)c1 | -4% | 0.3% | -13% | 5% | -12%
COCc1cc(=O)[nH]c(/N=C(\N)Nc2cccc(C)c2)n1 | 8% | 2.8% | -8% | 2% | -1%
COc1ccc(S(=O)(=O)CCC(=O)N(C)c2ccc(OC)cc2OC)cc1 | 0% | i | -2% | -10% | 3%
O=C(/C=C/c1ccc(S(=O)(=O)N2CCOCC2)cc1)N1CCCCC1 | -1% | 1.1% | / | / | /
O=C(c1ccco1)N1C2C=CC(C2)C1(C(F)(F)F)C(F)(F)F (configuration not stated) | 1% | 2.0% | 0% | 7% | 1%
COC(C(=O)N1CCC(CCC(=O)Nc2ccccc2)CC1)c1ccccc1 (configuration not stated) | -1% | 0.2% | 4% | -4% | -1%
CN1CCN(c2cc(N3CCNCC3)ccc2[N+](=O)[O-])CC1 | 10% | 0.7% | 5% | -20% | -13%
CC(C)CCN1CCN(Cc2cnc(-c3ccccc3)s2)CC1CCO (configuration not stated) | -6% | i | 4% | -17% | 8%
COc1ccccc1NC(=O)N(O)C1(C#N)CCCCC1 | -17% | 1.0% | / | / | /
CC(=O)Nc1ccc(C(=O)COC(=O)CN2C(=O)NC3(CCCCC3C)C2=O)cc1 (configuration not stated) | 10% | 0.8% | -3% | / | 3%
CCOC(=O)COc1ccc(S(=O)(=O)Nc2cccc(SC)c2)cc1 | -4% | 1.4% | ? | 6% | 70%
Cc1ccc(C(=O)N[C@H](C(=O)Nc2ccc(F)cc2)C(C)C)cc1 | -14% | 0.2% | 4% | -7% | 8%
Cc1ccc2cc3cc(C(=O)NCCN4CCOCC4)oc3nc2c1 | -15% | 0.5% | 5% | 9% | 23%
CCCN1C/C(=C/c2cccc([N+](=O)[O-])c2)C(=O)/C(=C/c2cccc([N+](=O)[O-])c2)C1 | 9% | 10% | / | / | /
O=C(/C=C/c1cn(-c2ccccc2)nc1-c1ccccc1)Nc1ccc(C(=O)O)cc1 | -3% | 1.7% | 11% | 11% | 48%
CN(C)c1cccc2c(S(=O)(=O)N3CCCC3)cccc12 | -8% | 0.3% | 5% | -11% | 22%
CCOC(=O)c1c(C(F)(F)F)cc(-c2ccc(F)cc2)nc1C | 0% | i | -10% | -3% | -3%

Compound activity (PubChem BioAssay)
